Bioassay records: PubChem BioAssay, National Center for Advancing Translational Sciences (NCATS)
RGS12 GoLoco inh = blocks human Gai1 binding to RGS12 GoLoco peptide, red readout | AID 880 | Gai1:RGS12 GoLoco peptide FP, rhodamine, 10 min | Potency, µM (series often up to 61.6 µM), without a hit: top-dose activity, negative = inhibition, usual class: inhibitors | 230,000 compounds, 0.44% hits | P63096; active = well fitted inhibition curve with a large enough effect, not every such curve was filed as active; inactive = no such curve, though single readings can be large or run the other way; note: % is set by controls: 0 for no effect and ±100 for the full control effect; nearly all actives have a fitted effect of over 30% in size; many of its hits are not listed in these tables
Target sequence (P63096 whole entry, looked up): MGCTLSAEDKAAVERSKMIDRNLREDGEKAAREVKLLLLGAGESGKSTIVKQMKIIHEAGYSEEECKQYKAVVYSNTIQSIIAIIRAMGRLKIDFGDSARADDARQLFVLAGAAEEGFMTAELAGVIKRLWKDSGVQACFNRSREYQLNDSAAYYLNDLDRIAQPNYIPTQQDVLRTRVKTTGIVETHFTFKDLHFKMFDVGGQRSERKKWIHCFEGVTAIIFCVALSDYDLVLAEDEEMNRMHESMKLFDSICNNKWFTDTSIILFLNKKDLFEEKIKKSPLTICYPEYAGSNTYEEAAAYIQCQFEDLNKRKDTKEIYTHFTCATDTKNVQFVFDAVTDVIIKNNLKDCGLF
SMN2 splice up = SMN2 splice variant enhancement; HEK293 SMN2-luciferase splicing reporter, luminescence, 30-36 h; Potency, µM (series often up to 46.1 µM), for inactives: top-dose activity change, positive = activation, actives largely listed as activators; 210,000 compounds, 2.8% hits; note: % of control where 0% means no effect; nearly all actives have a fitted effect of over 55% in size
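HEK293 cells carry an SMN2 minigene-luciferase reporter in which exon 7 inclusion puts luciferase in frame. Cells were seeded at 2000 cells/well, attached for 10-12 hours, then exposed to compounds for 30-36 hours at 37C before ONE-Glo luminescence.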
TexasRed fluor = alters Texas Red total fluorescence, flagging assay interference | 280,000 compounds, 0.29% hits | TRb/SRC2 Texas Red total fluorescence interference | Potency, µM (titrated, usually from 106 µM), without a hit: at the top dose fluorescence change, negative = quenching; active = well fitted curve in either direction with a large enough effect; inconclusive = small, poorly fitted or top-dose-only effect; note: % is set by controls: 0 for no effect and ±100 for the full control effect
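Human TRb ligand-binding domain at 0.6 uM with 20 nM Texas Red SRC2 peptide in Tris buffer containing 1 uM T3 and 5% DMSO, incubated with compound 5 h at ambient temperature. Total fluorescence (555/632 nm) calculated as parallel + 2 × perpendicular.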
TRb SRC2 PPI = TRbeta-SRC2 interaction inhibition | Potency, µM (highest dose often 106 µM), inactives show at the highest dose activity change, negative = inhibition, actives largely listed as inhibitors | 280,000 compounds, 0.065% hits | TRbeta-SRC2 peptide binding, fluorescence polarization; receptor liganded with 1 µM T3 | P10828;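 note: plate controls were bound peptide for no effect and peptide without receptor for full effect; nearly all actives have a fitted effect of over 50% in size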
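A fluorescence polarization screen tested compounds at multiple concentrations against complex formation between 0.6 uM TRb ligand-binding domain and 20 nM Texas Red SRC2 peptide, with 1 uM T3 present; readout after 5 hr.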
JMJD2E inh = inhibitors of human JMJD2E histone demethylase; 230,000 compounds, 1.6% hits; JMJD2E catalytic domain, FDH-coupled NADH fluorescence (FDH is formaldehyde dehydrogenase); Potency, µM (highest dose often 57.1 µM), for inactives: at the highest dose activity change, negative = inhibition, hits mostly inhibitors; B2RXH2; active = well fitted inhibition curve with a large enough effect, not every such curve was filed as active; inconclusive = small, poorly fitted or top-dose-only effect, or another doubt; inactive = no such curve, though single readings can be large or run the other way;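 note: 0% = wells with enzyme and -100% = buffer wells without enzyme; nearly all actives have a fitted effect of over 50% in size; many of its hits are not listed in these tables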
ALDH1A1 inh = inhibitors of human aldehyde dehydrogenase 1A1; Potency, µM (doses to about 75.3 µM), inactives show at the highest dose activity, negative = inhibition, most hits filed as inhibitors; AID 1030; Purified ALDH1A1, NADH fluorescence, propionaldehyde substrate; P00352; 220,000 compounds, 7.3% hits; active = well fitted inhibition curve with a large enough effect, not every such curve was filed as active; inconclusive = small, poorly fitted or top-dose-only effect, or another doubt; inactive = no such curve, though single readings can be large or run the other way;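 note: plate controls were no enzyme wells and a reference inhibitor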
Target sequence (P00352 whole entry, looked up): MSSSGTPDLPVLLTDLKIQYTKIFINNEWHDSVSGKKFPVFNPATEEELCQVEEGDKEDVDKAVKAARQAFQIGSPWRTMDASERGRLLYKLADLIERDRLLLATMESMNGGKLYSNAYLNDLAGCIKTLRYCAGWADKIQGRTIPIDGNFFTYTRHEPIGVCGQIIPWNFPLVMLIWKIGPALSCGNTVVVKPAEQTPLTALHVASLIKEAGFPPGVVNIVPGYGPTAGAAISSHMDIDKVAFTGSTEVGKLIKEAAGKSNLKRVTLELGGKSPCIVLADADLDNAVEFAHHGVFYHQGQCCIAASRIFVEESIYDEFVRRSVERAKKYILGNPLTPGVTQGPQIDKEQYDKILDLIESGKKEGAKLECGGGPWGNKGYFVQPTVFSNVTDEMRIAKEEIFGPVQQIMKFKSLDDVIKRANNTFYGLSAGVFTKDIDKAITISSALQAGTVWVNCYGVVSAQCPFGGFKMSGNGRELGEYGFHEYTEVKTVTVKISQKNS
RECQ1 helicase = inhibitors of human RECQ1 DNA helicase | P46063 | RECQ1 DNA unwinding, red fluorescence kinetic read | Potency, µM (highest dose often 57.3 µM), inactives show top-dose activity, negative = inhibition, usual class: inhibitors | 240,000 compounds, 0.54% hits;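 note: plate controls were vehicle for no effect and no enzyme for full effect; nearly all actives have a fitted effect of over 30% in size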
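RECQ1T1 50 nM; forked duplex (20 bp + 30-nt ss tails) 200 nM, ATP 2 mM final; pH 8.0, 2 mM MgCl2, 2.5 ug/ml poly(dI-dC); 15 min compound preincubation; discontinuous kinetic read over 2 h at RT.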
LMNA splice mod = changes lamin A minigene splicing in HeLa cells | HeLa LMNA splicing GFP/RFP minigene ratio, 48 h | Potency, µM (doses to about 46.1 µM), for inactives: top-dose ratio change, negative = inhibition, actives largely listed as inhibitors | 200,000 compounds, 0.01% hits; active = well fitted inhibition curve with a large enough effect in the signal ratio, with a control signal flat, not every such curve was filed as active; inconclusive = small, poorly fitted or top-dose-only effect, or effect the other way, or a change in a side signal; the % refers to the signal ratio; note: % is set by controls: 0 for no effect and ±100 for the full control effect
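S3 HeLa cells stably expressing lamin A-EGFP splicing minigene plus DsRed2, 600 cells/well, 48 h compound exposure at 37C. Laser-scanning cytometry; analysed as GFP (500-530 nm)/RFP (575-640 nm) total intensity ratio; 0.5% DMSO vehicle.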
An asterisk follows results filed as active; i = inactive; ? = inconclusive; / = not tested or not shown; & = joins results of further samples; [ ] = remark or other dose. Unless noted, calls come from the whole dose curve; as a rule, active = well fitted curve in the direction sought with a large enough effect; inconclusive = small, poorly fitted or top-dose-only effect, or another doubt; inactive = no such curve, though single readings can be large; an effect the other way counts as inactive or inconclusive. Potency is the fitted concentration of half-maximal effect.

SMILES | RGS12 GoLoco inh | SMN2 splice up | TexasRed fluor | TRb SRC2 PPI | JMJD2E inh | ALDH1A1 inh | RECQ1 helicase | LMNA splice mod
Cc1ccc(-c2ccc(/C=N/NC(=O)CN3CCOCC3)o2)cc1[N+](=O)[O-] | 9.8% | 4.4% | -2.2% | 2.8% | -24.5% | ? | 12.3% | /
COC(=O)C1=C(C)NC(=O)CC1c1ccc(C(=O)OC)cc1 (configuration not stated) | 7.9% | -17.8% | -3.7% | 2.7% | -0.4% | 2.2% | -11.0% | 8.9%
Cc1ccc(C)n1-c1nccc(-c2ccco2)n1 | -1.5% | 3.6% | 1.8% | 2.3% | ? | ? | -0.4% | -2.5%[46 µM]
COCc1cc(=O)[nH]c(/N=C(\N)Nc2ccc(Oc3ccccc3)cc2)n1 | 6.3% | -11.0% | 1.4% | -3.4% | -27.3% | ? | -8.8% | ?
O=C(NNS(=O)(=O)c1cc(Cl)cc(Cl)c1)c1sccc1-n1cccc1 | 3.8% | 10.3% | -0.9% | 2.7% | 3.0% | 6.6% | -1.6% | -5.5%
COc1ccc(N=Nc2ccc(O)c3ncccc23)cc1 | 9.3% | / | -4.2% | 3.5% | ? | / | i | /
O=C1C2C3c4ccccc4C(c4ccccc43)C2C(=O)N1Cc1ccco1 (configuration not stated) | / | / | 0.2% | -9.1% | -1.5% | -6.3% | i | ?
CCCn1c(SCC(=O)Nc2cc(S(=O)(=O)N3CCOCC3)ccc2OC)n[nH]c1=O | 1.3% | 4.7% | 0.7% | -8.6% | -4.7% | ? | i | -8.0%
O=C(NCc1ccncc1)C(=O)NCc1ccco1 | -1.7% | -9.7% | -4.1% | 9.4% | -14.8% | -1.7% | i | /
CCCCCCCC[n+]1cccc(C(=O)N2c3c(nc(N)[nH]c3=O)NC(C)C2C)c1 (configuration not stated) | 11.2µM* | 0.7% | 2.1% | -2.2% | -2.4% | 13.0% | -14.8% | 14.2%
CCOC(=O)CC(=O)CSc1ncnc2c1nnn2-c1ccc(F)cc1 | -4.3% | -7.8% | 0.6% | 4.3% | -9.0% | 1.2% | -3.2% | 1.8%[46 µM]
COc1cccc2cc(/C(=N/O)c3ccccc3)oc12 | 3.0% | -0.3% | -4.9% | -4.1% | ? | -6.3% | 15.6% | /
O=C1CNC(=O)/C1=C\N1CCCCC1 | 1.7% | 28.3% | 1.4% | -2.4% | -0.5% | -4.5% | -4.2% | -9.7%
Cc1noc(C)c1COc1ccc(C(=O)OCC(=O)Nc2c(C)n(C)n(-c3ccccc3)c2=O)cc1 | 7.2% | 8.7% | -3.0% | 1.4% | 3.9% | -1.2% | i | ?
CCOC(=O)c1ccccc1N1C(=O)C2Sc3[nH]c(=O)sc3C(/C=C/c3ccccc3)C2C1=O (configuration not stated) | 16.8% | 2.4% | 0.9% | 1.5% | 6.7% | ? | 3.1% | -8.3%
COc1ccc(CC2(C)OC(c3ccc(C)c([N+](=O)[O-])c3)=NN2C(C)=O)cc1 (configuration not stated) | 4.2% | / | -0.7% | 0.6% | -13.0% | ? | -11.6% | /
O=C(CSc1nc2ccccc2o1)Nc1ccc(Cl)cc1 | 4.3% | 10.8% | -0.9% | 3.8% | 0.3% | 2.9% | -8.3% | -3.9%
Cn1c(N)cc(=O)n(Cc2ccccc2)c1=O | -8.3%&5.3% | 3.4%&6.1% | -4.9%&1.9% | 4.3%&-2.4% | -11.3%&-3.1% | -7.9%&13.7% | -8.6% | -5.3%
COc1ccc(CCNC(=O)Cc2cc(OC)c(OC)cc2Br)cc1OC | -1.9% | -3.1% | 0.6% | 0.5% | 8.5% | 5.4% | -14.2% | -19.7%[46 µM]
CC1CC1C(=O)OCC(=O)Nc1cccc([N+](=O)[O-])c1 (configuration not stated) | 1.0% | 1.7% | -2.5% | -2.4% | 7.2% | -4.6% | -2.2% | /
C/C(=N\NC(=O)C1COc2ccccc2O1)c1ccccn1 (configuration not stated) | -4.4% | -75.8%[inhibitor] | -2.7% | -4.6% | ? | ? | -0.1% | ?
O=C1N(c2ccccc2)C(c2ccccc2)N2CCCN12 (configuration not stated) | -17.2% | / | -2.6% | -1.7% | -6.2% | 1.5% | i | /
Nc1c(C(=O)NCC2CCCO2)sc(=S)n1-c1ccccc1 (configuration not stated) | -3.1% | 3.2% | 2.0% | 2.1% | -2.6% | 14.1µM* | -7.4% | -3.3%
CO[C@H]1COC(=O)C/C=C\[C@H](C)[C@@H](OC)COC(=O)[C@H](Cc2ccccc2)NC(=O)C/C=C\[C@@H]1C | / | / | -1.4%[11.2 µM] | -4.7%[11.2 µM] | / | ? | -6.4%[11.5 µM] | /
COc1cccc(N2CCN(C(=O)c3ccc(=O)oc3)CC2C)c1 (configuration not stated) | 42.2%[activator] | 11.3% | -28.7% | 4.1% | ? | ? | -1.3% | 3.3%

Further entries.
SMILES | RGS12 GoLoco inh | SMN2 splice up | TexasRed fluor | TRb SRC2 PPI | JMJD2E inh | ALDH1A1 inh | RECQ1 helicase | LMNA splice mod
O=C(Nc1ccc(N2CCOCC2)cc1)Nc1ccc(Cl)c(Cl)c1 | 10.1% | 18.7% | -7.0% | -1.5% | 3.8% | 10.3% | -2.4% | ?
NS(=O)(=O)c1ccc(CCNC(=S)NC2CCCCC2)cc1 | 3.5% | / | 3.0% | 0.3% | 4.8% | / | -1.8% | /
CCOCCCNC(=O)/C(C#N)=C/c1ccc(C)o1 | -10.3% | 9.0% | 1.5% | 4.0% | ? | ? | -3.5% | -5.7%[46 µM]
CC(NC(=O)c1noc2c1CCCCC2)c1ccccc1 (configuration not stated) | 0.4% | -1.1% | 0.1% | 9.1% | 7.8% | ? | -5.5% | ?
CC(=O)c1cc(-c2ccccc2)n(CCC(=O)NC(C)(C)C)c1C | -2.0% | 26.9% | -1.8% | 2.9% | 0.1% | 11.8% | -1.5% | /
CCNC(=O)Nc1nc2ccccc2s1 | -1.3% | 14.1µM* | -0.1% | -3.6% | 9.2% | 11.6% | -0.4% | 1.0%[46 µM]
CC1(C)CC2CC(C)(CN2C(=O)NC(=O)c2ccccc2)C1 (configuration not stated) | -2.6% | 29.2% | -1.8% | -7.4% | 2.0% | 8.3% | -1.7% | -7.5%
CCCCC(=O)NC1=NC(=O)C(C)(C)S1 | -12.9% | -6.6% | -1.8% | 6.0% | -3.1% | 4.1% | -11.0% | -7.5%
Cc1ccc(NC(=O)COc2ccc(Br)cc2C)cc1 | 3.5% | -1.8% | 0.1% | 4.5% | -3.7% | 21.5% | -6.4% | 0.1%
COCCN1C(=O)N[C@@H](c2ccccc2)C(C(C)=O)=C1C | 2.5%&1.4% | -4.3%&-32.0% | 0.9%&-1.6% | 6.8%&-2.8% | 9.8%&-4.8% | -9.9%&-1.0% | -0.2%&-0.2% | ?
CCn1nc(C)cc1-c1n[nH]c(=S)n1N | 2.7% | -13.9% | -1.7% | -9.6% | -2.7% | 0.2% | i | 8.7%
Cc1ccc(C(=O)Nc2nc(=O)n(C(=O)c3ccccc3C)s2)cc1 | 9.2% | 19.7% | -0.7% | -1.9% | -7.0% | ? | -2.7% | 22.0%
COc1ccccc1C(=O)O/N=C(\c1ccccc1)c1ccncc1 | 3.2% | -0.3% | -1.8% | 2.8% | -0.4% | ? | i | 0.8%[46 µM]
Cc1nc(C)c(C(=O)Nc2ccc(Oc3ccccc3)cc2)o1 | 14.4% | -95.5%[inhibitor] | 1.0% | -6.8% | -1.7% | 31.6µM* | -0.4% | ?
CCN(C(=O)COc1ccccc1[N+](=O)[O-])C1CCS(=O)(=O)C1 (configuration not stated) | 0.3% | ? | 1.1% | 0.5% | 8.0% | 0.1% | 5.7% | 11.1%
CC1(C)N=C(N)NC(Nc2ccccc2Cl)=N1 | -2.8% | 10.8% | -1.4% | -5.2% | -4.4% | 10.6% | i | -13.1%[46 µM]
COc1cc(/C=N/NC(=S)Nc2cccc(Cl)c2C)ccc1OCC(=O)N1CC(C)OC(C)C1 (configuration not stated) | 12.8% | -33.7%[inhibitor] | 5.3% | 0.1% | ? | ? | -4.4% | ?
COc1cc(C)c(Cl)cc1S(=O)(=O)NCC1CCCO1 (configuration not stated) | 2.5% | 22.6% | 2.2% | -9.3% | -4.4% | 0.7% | -2.5% | -4.4%
O=C(CSc1nnc2ncccn12)N1CCCCCC1 | -1.8% | ? | -1.1% | -0.8% | -25.2% | -15.4% | 1.3% | -1.9%
CN(C)c1ccc(NC(=O)c2ccc3nsnc3c2)cc1 | 12.6µM* | 22.4µM* | -5.6% | -8.9% | 6.8% | ? | 6.2% | -8.1%
O=C(NC1CCCC1)C(c1ccc(F)cc1)N(C(=O)Cc1cccs1)c1ccc2c(c1)OCCO2 (configuration not stated) | 6.6% | -9.5% | -1.9% | 0.1% | 3.2% | 10.6% | -1.3% | 1.6%
OCCN(CCO)CC(O)COc1ccc2c(c1)OCO2 (configuration not stated) | -11.0% | -2.0% | 0.8% | -1.5% | -9.5% | 0.5% | 6.3% | 5.5%
Nc1nn(S(=O)(=O)c2ccccc2)cc1-c1ccc([N+](=O)[O-])cc1 | -1.7% | -91.1%[inhibitor] | -0.5% | 8.2% | -4.0% | -2.5% | 7.0% | ?

These rows are one share of the data; count on the stated rates, not on these rows.
